High-throughput results as filed in PubChem BioAssay.
MsrA inhibitor: inhibitors of bovine MsrA; purified bovine MsrA, absorbance read-out; inhibition, % at 15.5 µM; 360,000 compounds, 0.75% hits; AID 651718; in the data active means inhibition above about 4.5%;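 further: 0% = vehicle wells with enzyme and 100% = reference inhibitor wells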
Tb MetRS inh: Trypanosoma brucei MetRS inhibition; 360,000 compounds, 0.4% hits; inhibition, % at 11.9 µM; purified T. brucei MetRS, ATP depletion, Kinase-Glo luminescence;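 active means inhibition above a per-plate cutoff of the control wells' mean inhibition plus 3 SD, cut at about 5.5% in these data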;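 further: 0% = DMSO wells median and 100% = median of wells with control inhibitor compound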
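Material: parasite MetRS enzyme / Replication: singlicate, one well per compound / Signal: luminescence of leftover ATP / Schedule: 2 h aminoacylation at 25 °C after 15 min preincubation / Medium: HEPES-MgCl2-KCl buffer plus DTT, spermine, BSA, pyrophosphatase / Doses: 11.9 µM single point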
E coli Lon inh: inhibits E. coli Lon protease. P0A9M0. purified E. coli Lon protease, fluorescence polarization. inhibition, % at 7.94 µM. 360,000 compounds, 0.42% hits; in the data active means inhibition above about 13%, passing the limit was not always enough;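 further: 0% = enzyme with probe and DMSO and 100% = no enzyme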
LMPTP block: LMPTP (human) inhibition; P24666; recombinant LMPTP-A, OMFP fluorogenic substrate, fluorescence intensity; inhibition, % at 20 µM; 360,000 compounds, 0.22% hits;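 active means compounds that cut the enzyme signal by at least half of the control window in the single-dose screen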;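 further: plate controls were DMSO wells with enzyme plus substrate for no effect and substrate without enzyme for full effect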
Target sequence (P24666 whole entry, looked up): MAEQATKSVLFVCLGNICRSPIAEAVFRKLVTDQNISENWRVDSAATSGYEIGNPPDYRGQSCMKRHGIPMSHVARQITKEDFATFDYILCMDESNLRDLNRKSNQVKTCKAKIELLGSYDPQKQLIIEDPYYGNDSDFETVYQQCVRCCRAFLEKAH
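Buffer or medium: Bis-Tris pH 6.0, DTT, detergent; Assay system: LMPTP-A enzyme; Quantity: 0.625 nM enzyme; Detection: endpoint fluorescence intensity; Times: 50 min dark incubation at room temperature; Controls: substrate-only low control, DMSO enzyme-plus-substrate high control; Doses: single 20 µM dose; Read-out: percent inhibition versus substrate-only and uninhibited controls; Reagent: 400 µM OMFP.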
Scp1 inh: inhibitors of human Scp-1 phosphatase | Recombinant Scp1, phosphopeptide, malachite green phosphate absorbance | 340,000 compounds, 0.88% hits | inhibition, % at 20 µM | AID 493091;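 active means inhibition above about 50% at 20 µM, limit read from the data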;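 further: plate controls were DMSO wells with enzyme for no effect and wells lacking enzyme for full effect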
Target sequence (Q9GZU7 76-261 limits assumed): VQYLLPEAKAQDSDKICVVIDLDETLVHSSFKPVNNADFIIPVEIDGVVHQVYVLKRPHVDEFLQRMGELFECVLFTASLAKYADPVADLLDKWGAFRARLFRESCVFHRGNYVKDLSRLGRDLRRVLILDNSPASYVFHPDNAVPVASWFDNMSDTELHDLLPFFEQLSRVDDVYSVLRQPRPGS
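System: SCP-1 catalytic domain; Reagent: Phospho 17-mer peptide substrate; Doses: one concentration, 20 µM, with 1.0% DMSO; Incubation: 45 min room-temperature reaction, 5 min colour, 30 min stabiliser; Signal: Phosphate-binding colour reagent, absorbance read at 630 nm.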
DNMT1 inh: inhibitors of human DNMT1; P26358; DNMT1 molecular beacon, Hinp1I cleavage, fluorescence; inhibition (reported as % activation of signal), % at 10 µM; 360,000 compounds, 0.83% hits; in the data active means inhibition above about 50%
STEP inh: STEP (human) phosphatase inhibition; P54829; recombinant STEP, OMFP fluorogenic substrate, fluorescence; inhibition, % at 20 µM; 360,000 compounds, 0.25% hits; AID 588621;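 active means inhibition at 20 µM, scaled per plate between control wells, above about 37%, limit read from the data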;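 further: 0% = DMSO with enzyme and substrate and 100% = substrate only without enzyme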
Target sequence (P54829 whole entry, looked up): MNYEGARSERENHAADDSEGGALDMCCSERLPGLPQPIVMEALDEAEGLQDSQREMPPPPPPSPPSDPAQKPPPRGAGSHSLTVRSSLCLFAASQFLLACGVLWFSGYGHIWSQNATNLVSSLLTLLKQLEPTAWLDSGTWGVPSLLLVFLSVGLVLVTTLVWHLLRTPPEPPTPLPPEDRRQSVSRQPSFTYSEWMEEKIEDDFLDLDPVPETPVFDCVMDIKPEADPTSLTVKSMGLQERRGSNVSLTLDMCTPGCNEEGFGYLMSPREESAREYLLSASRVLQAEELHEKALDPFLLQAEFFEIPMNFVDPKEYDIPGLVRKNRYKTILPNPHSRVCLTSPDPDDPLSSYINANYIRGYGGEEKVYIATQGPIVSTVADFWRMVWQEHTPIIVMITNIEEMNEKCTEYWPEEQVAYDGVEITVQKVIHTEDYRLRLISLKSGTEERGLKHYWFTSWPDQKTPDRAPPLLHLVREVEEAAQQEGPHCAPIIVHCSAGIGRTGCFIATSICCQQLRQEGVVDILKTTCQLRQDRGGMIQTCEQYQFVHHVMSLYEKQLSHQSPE
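Material: STEP (striatal-enriched tyrosine phosphatase) enzyme, cell-free | Medium: 50 mM Bis-Tris pH 6.0 with 2.5 mM DTT and 0.005% Tween 20 | Read-out: Percent inhibition scaled to no-enzyme and uninhibited-enzyme controls, plate-pattern corrected | Signal: Fluorescence read at 480 nm ex / 540 nm em | Times: 20 min reaction, room temperature, in the dark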
CendR NRP1 mod: modulators of CendR peptide binding to human neuropilin-1. inhibition, % at 25 µM. 360,000 compounds, 0.85% hits. O14786. FAM-RPARPAR peptide binding to NRP-1, fluorescence polarization. AID 602438;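 active means inhibition or corrected inhibition above about 18%, plus a signal ratio from 0.5 to 1.5, limit read from the data, passing the limit was not always enough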; further: strong numbers were not always called active
SUMO1-SIM PPI: alters human SUMO1 binding to SIM partners | P63165 | SUMO1 binding to a labelled peptide, TR-FRET, 1 h | inhibition, % at 20 µM | 360,000 compounds, 0.33% hits; in the data active means inhibition above about 37%
Target sequence (P63165 whole entry, looked up): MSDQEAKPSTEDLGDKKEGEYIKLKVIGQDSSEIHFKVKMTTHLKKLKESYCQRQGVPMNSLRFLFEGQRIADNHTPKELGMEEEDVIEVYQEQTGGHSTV
MsrA act: activators of bovine methionine sulfoxide reductase A | purified bovine MsrA, absorbance read-out | 360,000 compounds, 0.3% hits | activation, % at 10.6 µM; in the data active means activation above about 7.5%;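 further: 0% = vehicle and 100% = reference activator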
An asterisk follows results filed as active; · = no result given.

SMILES	MsrA inhibitor	Tb MetRS inh	E coli Lon inh	LMPTP block	Scp1 inh	DNMT1 inh	STEP inh	CendR NRP1 mod	SUMO1-SIM PPI	MsrA act
CCC(C)[C@H](N)C(=O)N[C@H]1CCC2C3CC=C4C[C@@H](O)CC[C@]4(C)C3CC[C@@]21C (stereo partly drawn)	-1.2	0.0	-7.8	-0.7	·	-1.1	-0.5	-8.3	-8.5	2.2
O=C(O)c1cc([N+](=O)[O-])ccc1NCc1cccnc1	-1.8	-0.9	4.3	1.1	-1.8	2.8	3.1	-0.4	-22.0	-9.1
Cc1nn(CCC(=O)NNC(=S)Nc2cccc(Cl)c2)c(C)c1[N+](=O)[O-]	0.2	0.6	16.6	-0.4	-9.7	-3.7	-1.8	-10.3	0.9	11.1*
CCc1nnc(SCc2cn3c(C)cc(C)nc3n2)n1N	0.2	-0.9	2.3	-3.2	11.4	-2.0	-2.6	4.1	-1.7	-0.9
CCOC(=O)C1=C(C)NC(C)=C(C(=O)OCC)C1C	0.1	-0.5	-8.0	1.0	2.6	6.4	0.5	5.2	-4.2	-11.0
COc1ccc(N(C(C)C(=O)NN=C2CCCCCCC2)S(C)(=O)=O)cc1 (stereo not drawn)	-1.8	-0.3	-7.0	0.2	-1.4	0.6	1.0	-8.0	-0.6	-2.7
COC(=O)c1cc(-c2c(-c3cc(OC)c(OC)c(OC)c3)noc2C)cc([N+](=O)[O-])c1	0.0	-0.1	3.7	-0.9	2.4	3.9	-0.8	15.8	-23.5	-11.7
Cc1nnsc1C(=O)Nc1ccc(S(=O)(=O)N2CCCCC2C)cc1 (stereo not drawn)	-0.7	0.2	-8.6	-0.2	-2.2	-1.2	2.3	11.5	0.2	-3.5
O=C(CCc1ccccc1)NC(=S)Nc1cc(C(F)(F)F)ccc1N1CCOCC1	·	-0.6	-10.0	5.1	-10.9	-3.8	-1.1	-6.2	1.5	-3.0
CCOc1ccc(CCN2C(=S)N([C@@H](Cc3ccc(O)cc3)CN3CCC[C@@H]3CN3C(=S)NC[C@@H]3Cc3ccccc3)C[C@@H]2CC(C)C)cc1	-0.4	-0.6	1.7	4.1	·	-23.9	4.2	6.6	4.0	0.5
Cc1ccc([C@H]2C(C(=O)O)=CC[C@@H](c3cccc(Cl)c3)N2S(=O)(=O)c2ccc(C)cc2)cc1	-0.6	-0.3	4.0	0.5	-12.4	6.0	0.4	-18.1	11.6	1.2
Cc1ccc(-c2nc3cc(N)ccc3o2)cc1Br	0.6	0.0	1.0	1.2	8.9	3.4	-2.4	2.0	-4.9	-1.8
Cc1cc(C=O)c(C)n1-c1ccc(Cl)c(C(=O)O)c1	0.6	0.0	1.6	3.7	73.6*	87.7*	65.6*	2.0	10.2	-2.7
CC(C)CC(=O)NC(=S)Nc1ccc(NC(=O)c2ccco2)cc1	-0.7	-0.3	-6.3	0.1	-3.9	4.2	0.0	-6.7	3.2	-2.1
Cc1ccc(NCC(=O)N/N=C\c2ccc[nH]2)cc1	2.5	0.2	-0.3	-0.3	-9.8	-20.4	0.0	0.2	-8.1	-1.3
CCc1cccc2c(=O)c(C(=O)NCCN3CCOCC3)c[nH]c12	-0.3	-1.9	-1.7	-1.5	3.5	-0.3	-0.4	-3.5	0.9	-5.7
CCOc1ccccc1C(=O)NC(C(=O)Nc1cccc(S(N)(=O)=O)c1)C(C)C (stereo not drawn)	-0.1	-0.3	-5.7	0.6	-5.2	1.0	-0.6	-0.4	6.2	-2.5
Cc1ccc(OC(=O)N(C)C[C@H]2OCc3cn(nn3)CCCC(=O)N([C@H](C)CO)C[C@@H]2C)cc1	1.7	-0.9	0.3	-1.8	·	9.8	-0.4	-4.3	-3.4	-1.8
CCC(=O)N1CCN(c2ccccc2NC(=O)c2ccc(OC)c(Cl)c2)CC1	1.7	-0.1	-8.2	1.1	-7.2	-5.8	0.2	-3.8	-2.7	-1.4
CCOc1ccccc1NC(=O)Nc1ccncc1	0.2	0.0	-2.8	2.8	-4.6	0.9	-0.4	-9.8	4.4	-2.7
O=C(NCc1ccccc1)/C(=C/c1ccccc1)NC(=O)c1ccco1	-0.5	-1.0	9.0	-0.8	-0.6	-3.2	1.3	5.0	1.1	-6.4
COc1ccc(-c2cc(C)no2)cc1S(=O)(=O)N(C)c1ccc(C)cc1	0.9	-0.1	-8.0	1.6	-15.6	-1.6	0.8	1.6	0.6	0.4
CC1CCN(C(=O)c2[nH]cnc2C(=O)NCCCCCNC(=O)OC(C)(C)C)CC1	-0.3	-0.4	-7.0	-2.3	-2.3	4.4	-1.7	19.9	2.8	-1.6
COc1ccc(N(C)C(=O)Cn2c(=O)oc3ccccc32)c(OC)c1	-0.6	-1.0	-16.7	-1.7	-1.6	0.7	-1.6	2.9	1.2	-2.8

Rewritten with values under each structure: seven of the compounds above
Results follow in this order: MsrA inhibitor	Tb MetRS inh	E coli Lon inh	LMPTP block	Scp1 inh	DNMT1 inh	STEP inh	CendR NRP1 mod	SUMO1-SIM PPI	MsrA act
- Cc1ccc(OC(=O)N(C)C[C@H]2OCc3cn(nn3)CCCC(=O)N([C@H](C)CO)C[C@@H]2C)cc1
    1.7	-0.9	0.3	-1.8	·	9.8	-0.4	-4.3	-3.4	-1.8
- CCC(=O)N1CCN(c2ccccc2NC(=O)c2ccc(OC)c(Cl)c2)CC1
    1.7	-0.1	-8.2	1.1	-7.2	-5.8	0.2	-3.8	-2.7	-1.4
- CCOc1ccccc1NC(=O)Nc1ccncc1
    0.2	0.0	-2.8	2.8	-4.6	0.9	-0.4	-9.8	4.4	-2.7
- O=C(NCc1ccccc1)/C(=C/c1ccccc1)NC(=O)c1ccco1
    -0.5	-1.0	9.0	-0.8	-0.6	-3.2	1.3	5.0	1.1	-6.4
- COc1ccc(-c2cc(C)no2)cc1S(=O)(=O)N(C)c1ccc(C)cc1
    0.9	-0.1	-8.0	1.6	-15.6	-1.6	0.8	1.6	0.6	0.4
- CC1CCN(C(=O)c2[nH]cnc2C(=O)NCCCCCNC(=O)OC(C)(C)C)CC1
    -0.3	-0.4	-7.0	-2.3	-2.3	4.4	-1.7	19.9	2.8	-1.6
- COc1ccc(N(C)C(=O)Cn2c(=O)oc3ccccc32)c(OC)c1
    -0.6	-1.0	-16.7	-1.7	-1.6	0.7	-1.6	2.9	1.2	-2.8

(listing goes on)
SMILES	MsrA inhibitor	Tb MetRS inh	E coli Lon inh	LMPTP block	Scp1 inh	DNMT1 inh	STEP inh	CendR NRP1 mod	SUMO1-SIM PPI	MsrA act
CC(=O)c1cccc(NC(=O)CCCCCn2nnc3ccccc3c2=O)c1	0.8	1.1	-2.1	0.2	-5.7	-0.6	0.3	-1.7	2.2	-0.5
CCN(CC)C(=O)Cn1cc(/C=C(\C#N)C(=O)NC2CC2)c2ccccc21	1.7	-1.1	-6.3	0.3	-3.5	2.7	-0.9	5.2	-21.9	-3.3
O=[N+]([O-])c1ccc(Cl)c(CN2CCSCC2)c1	-1.8	-0.5	4.6	-1.1	-7.8	6.7	-3.4	-10.0	-12.6	-4.3
Cc1onc(-c2ccccc2)c1C(=O)NCC(=O)Nc1cc(Cl)ccc1Cl	-0.5	-0.6	7.7	0.9	-7.7	-4.3	5.2	6.4	-0.5	-5.9
CN(CC(=O)Nc1ccc(N2CCOCC2)cc1)C(=O)c1cn(-c2ccccc2)nc1-c1ccccc1	-0.8	-0.2	-6.2	0.4	-0.6	1.8	1.8	7.8	8.9	-2.8
COc1ccc(NC(=O)N2CCC(c3nc(-c4cccs4)no3)CC2)cc1	0.5	-0.5	4.2	0.5	2.2	-0.2	12.2	1.9	0.6	-3.2
COc1ccc([C@H]2CC(=O)C=C(c3ccc(OC)c(F)c3)C2)cc1	1.2	0.2	6.9	1.0	-7.1	2.1	1.6	8.7	-26.0	-4.1
O=C(NCc1ccccc1)C(=O)NCC(c1ccco1)N1CCN(c2ccccc2F)CC1 (stereo not drawn)	-1.0	-0.2	1.2	-0.8	-12.3	20.4	4.9	-1.1	1.8	-3.8
COc1ccccc1CCNC(=O)c1cnccn1	-0.2	-0.9	0.2	-1.1	-6.5	-1.9	1.6	-6.3	0.8	-6.2
CCc1ccc(NC(=O)c2ccc(C3SCC(=O)N3CCc3ccccc3)cc2)cc1 (stereo not drawn)	-0.8	-1.3	10.3	0.4	-7.8	-7.2	-0.8	15.0	0.0	1.8
CC(=O)Nc1ccc([N+](=O)[O-])c(CS(=O)(=O)c2ccc(C)cc2)c1[N+](=O)[O-]	-0.3	-0.2	-6.3	-0.7	0.7	0.6	-1.4	19.6	-35.0	-7.5
CN(C)c1ncnc2c1ncn2[C@H]1CN(Cc2ccc3c(c2)OCO3)C[C@@H](CO)O1	-0.1	-0.3	-6.9	-2.5	·	2.4	3.9	-12.2	-6.6	-2.4
O=C(CCCn1c(=O)oc2ccccc21)N1CCN(c2ccccn2)CC1	0.9	-0.6	6.8	-0.9	-3.1	1.8	-1.0	-8.8	-10.2	-7.5
O=C(Cn1cc([N+](=O)[O-])cn1)Nc1ccccn1	1.3	-0.6	-4.7	-0.1	3.5	0.3	1.4	-7.0	-3.6	-2.6
CCCN(CCC)S(=O)(=O)c1ccc(C(=O)N2CCC(=O)c3ccccc32)cc1	0.9	-1.4	-4.5	-0.9	-6.9	-0.1	4.1	-16.1	1.5	-6.4
COc1cccc(-c2cc3nc(-c4ccccc4)cc(=O)n3[nH]2)c1	-0.3	-0.8	1.3	1.8	-7.5	0.2	0.9	7.0	12.6	-1.6
CCOC(=O)c1c(C)noc1-c1ccco1	-1.3	-0.5	6.3	-1.4	-1.2	-0.5	-0.4	-5.5	-4.0	-8.3
O=C(c1ccco1)N1CCN(C(=O)C2CCCN(S(=O)(=O)Cc3ccccc3)C2)CC1 (stereo not drawn)	-0.7	-0.2	-1.8	0.4	-4.2	2.4	1.5	13.0	-2.6	-5.9
CCOC1=C2CN(S(=O)(=O)c3ccc(C)cc3)[C@H](c3cccc4ccccc34)C[C@H]2[C@H]2C(=O)N(c3ccccc3)C(=O)[C@H]2C1	-0.2	-0.9	-12.9	-0.6	·	-1.7	0.1	-0.8	1.8	-5.8
Cc1cc(/C=C2\NC(=S)NC2=O)c(C)n1-c1cccnc1	1.2	-0.6	2.5	-0.7	0.1	2.4	-2.8	-6.5	-18.1	-9.4
CC1CCCN(c2nc3c(c(=O)n(C)c(=O)n3C)n2CCSc2nc3ccccc3o2)C1 (stereo not drawn)	-0.8	-0.5	4.6	0.6	-5.8	-4.2	3.2	3.9	1.6	-1.8
COc1ccc(C(=O)n2nc(-c3ccco3)nc2N)cc1OC	0.8	-0.5	-2.2	-0.8	-2.3	-3.4	-2.5	-4.6	2.9	-3.5
